# Measles CPE = compounds protecting cells from measles virus cytopathic effect, primary screen, measles RdRp inhibitor project, single point, MLSMR library, absorbance; Measles virus-infected cells, CPE protection; protection (pct of control), % at 4 µM; hit rate 1.5% among 140,000; AID 841, 2007; in the data active = protection mostly above about 24%, no sharp cut-off; inactive = mostly below about 26%; also: some compounds called inactive have numbers as strong as hits
# Yeast growth inh = growth inhibitors of yeast BB579 in restrictive medium, primary screen, yeast lifespan-shortening project, S. cerevisiae | OD615, 48 h | inhibition, % at 10 µM | hit rate 0.51% among 140,000;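 active = inhibition above a set limit, 3 SD over the mean compound inhibition, cut at about 44% in these data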; also: inactives centre near -24
#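 controls = amphotericin B 10 µg/mL, positive | assay system = DeaD yeast strain BB579 | schedule = 48 h compound exposure at 30 °C after 4 h preincubation | detection = OD615 turbidity measurement | medium = restrictive CSMM-D medium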
# MRP-1 activ = H69AR viability gain despite doxorubicin, primary screen, MRP-1 activator project, H69AR cells, CellTiter-Glo. hit rate 0.61% among 140,000. viability rescue. viability increase, % at 10 µM;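 active = viability gain under doxorubicin at or above a set limit, the compound median plus 3 SD, cut at about 4.7% in these data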;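 also: MRP-1 overexpressing cells given doxorubicin 25 µM after compound pretreatment; 18-22 h compound pretreatment then 72 h with doxorubicin before readout; 0% = doxorubicin-only wells and 100% = vehicle-treated cells without doxorubicin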
# HCT116 PTEN-null = growth suppression of PTEN-null HCT116, primary screen, cell-based, CellTiter-Glo; HCT116 PTEN-null viability, 60 h; active compounds read low; viability, % at 10 µM; hit rate 1.2% among 140,000; AID 827, 2007;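 active = viability at or below a set limit, 4 SD under the median of all tested compounds, cut at about 3.7% in these data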;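 also: PTEN knockout HCT116 line with beta catenin targeted HCT116 as companion control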
# HCT116 bCat-KO = primary screen for growth suppressors in beta-catenin knockout HCT116 cells (colon tumor, human) | HCT116 beta-catenin knockout viability, CellTiter-Glo, 60 h; active compounds read low | hit rate 1.5% among 140,000 | viability, % at 10 µM;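 active = viability at or under a set limit, the compound median less 4 SD, cut at about 6% in these data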;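 also: 0% = Hyamine 1622 control at 20 µM and 100% = untreated cell control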
# Phagocytosis inh = inhibitors of macrophage phagocytosis, primary screen, imaging, J774A.1 cells, IgG beads | AID 1029, 2008 | hit rate 0.07% among 110,000 | inhibition, % at 5 µM | J774A.1 macrophage IgG-bead phagocytosis;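 active = inhibition above the mean of the plate negative controls plus 5 SD, cut at about 13% in these data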;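 also: phagocytic index as fraction of beads internalized from green versus red external bead signal; plate controls were DMSO negative control for no effect and cytochalasin-D positive control for full effect; some results beyond the cut were filed as inactive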
# Yeast lifespan up = compounds extending yeast replicative lifespan, primary screen, S. cerevisiae, OD615 | S. cerevisiae growth with nicotinamide; deaD strain in restrictive glucose medium | inhibition of the nicotinamide effect, % at 10 µM | hit rate 0.68% among 130,000;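 active = inhibition above a set limit, placed 3 SD over the median of all compounds, cut at about 26% in these data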;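 also: 0% = nicotinamide-treated wells and 100% = cells grown without nicotinamide; some compounds called inactive have numbers as strong as hits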
#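 Measured by: optical density (absorbance) at 615 nm; System: modified budding yeast, DeaD strain; Medium: restrictive CSMM-D dextrose medium; Timing: 4 h preincubation then 48 h treatment at 30 °C.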
# E-sel TNF inh = E-selectin induction blockers in HUVEC – imaging, immunofluorescence, high content, primary screen. inhibition, % at 2 µM. AID 1246, 2008. HUVEC TNFa-induced E-selectin immunofluorescence. hit rate 0.71% among 120,000;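 active = inhibition above the batch mean plus 3 SD, and confirmed as a hit on visual image review, cut at about 43% in these data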;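 also: 0% = TNF-stimulated DMSO wells and 100% = unstimulated control wells; not every result past the cut was called active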
# NPY-Y2 antag = NPY-Y2 receptor antagonists, primary screen, cell-based; Neuropeptide Y receptor type 2 (Homo sapiens), P49146; NPY-Y2 expressing cells, antagonist mode; inhibition, % at 2.7 µM; hit rate 0.99% among 140,000; AID 793, 2007; in the data active = inhibition above about 17%;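 also: 0% = vehicle with agonist challenge and 100% = reference antagonist with challenge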
# Target sequence (P49146 whole entry, looked up): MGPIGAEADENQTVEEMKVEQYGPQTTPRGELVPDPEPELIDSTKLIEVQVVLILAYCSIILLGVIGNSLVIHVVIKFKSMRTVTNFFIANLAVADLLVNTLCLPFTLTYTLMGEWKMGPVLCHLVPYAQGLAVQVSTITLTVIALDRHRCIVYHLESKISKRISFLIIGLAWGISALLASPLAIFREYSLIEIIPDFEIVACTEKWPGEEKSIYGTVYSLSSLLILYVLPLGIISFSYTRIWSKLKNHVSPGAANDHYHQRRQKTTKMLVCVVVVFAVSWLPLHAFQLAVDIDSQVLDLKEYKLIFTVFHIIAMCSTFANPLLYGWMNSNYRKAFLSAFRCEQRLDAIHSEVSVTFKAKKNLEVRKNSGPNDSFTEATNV
# GALR2 blocker = GALR2 antagonists in receptor-expressing cells, primary screen | antagonist mode | hit rate 0.39% among 140,000 | inhibition, % at 4 µM; in the data active = inhibition above about 27%;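 also: cells stimulated with galanin 1-16 at roughly its EC80; 0% = agonist challenge control and 100% = basal control without agonist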
# Target sequence (O43603 whole entry, looked up): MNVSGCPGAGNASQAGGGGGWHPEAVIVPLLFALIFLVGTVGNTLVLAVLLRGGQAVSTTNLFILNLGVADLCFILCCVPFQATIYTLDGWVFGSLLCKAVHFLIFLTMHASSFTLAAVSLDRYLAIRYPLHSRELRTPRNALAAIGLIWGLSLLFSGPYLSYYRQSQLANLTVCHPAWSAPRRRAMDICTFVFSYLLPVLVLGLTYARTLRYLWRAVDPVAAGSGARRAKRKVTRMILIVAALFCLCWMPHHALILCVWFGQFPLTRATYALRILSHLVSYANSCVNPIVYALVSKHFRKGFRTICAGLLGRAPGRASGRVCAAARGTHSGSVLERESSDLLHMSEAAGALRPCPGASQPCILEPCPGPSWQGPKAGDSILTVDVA
# Active calls of the source: *; / = no result given.
SMILES,Measles CPE,Yeast growth inh,MRP-1 activ,HCT116 PTEN-null,HCT116 bCat-KO,Phagocytosis inh,Yeast lifespan up,E-sel TNF inh,NPY-Y2 antag,GALR2 blocker
CCOC(=O)c1c(N)sc2c1CCC(CC)C2 (stereo not given),7,-40,1.0,101,106,-1,-16,17,1,-3
CCOc1cc(N2CCOCC2)c(OCC)cc1NC(=O)COC(=O)CCc1c[nH]c2ccccc12,19,-12,-1.1,91,102,0,-6,21,3,-11
CCS(=O)(=O)CCSC(=N)N,23,-13,0.4,76,72,-2,-16,13,2,-2
COc1ccc(NC(=O)C2CCN(C(=O)c3cccs3)CC2)cc1,2,5,-2.5,94,97,1,-2,8,2,2
CCOC(=O)c1ccc(N=C2S/C(=C\c3cc(C)n(-c4cccnc4)c3C)C(=O)N2C)cc1,28,-37,2.8,89,90,1,-5,-19,0,-21
Cc1ccc(NC(=O)c2cc(-c3ccccc3)nn2-c2ccccc2)c(Br)c1,7,-14,-0.7,24,48,-2,-3,/,3,23
Cc1[nH]c(=S)[nH]c(=O)c1CCOc1ccccc1,9,-6,-1.7,87,92,-1,-7,/,1,-1
CC1CN(C(=O)/C(C#N)=C2\N=C(NC(=O)c3ccccc3Cl)c3ccccc32)CC(C)O1 (stereo not given),13,-53,-2.3,91,86,-8,24,93*,1,-17
COc1cccc(C2C(C#N)=C(N)OC3=C2C(=O)CC(c2ccco2)C3)c1OCc1ccc(F)cc1 (stereo not given),7,-26,3.3,89,88,/,7,22,2,-12
CC(C)N(C)CCOC(=O)c1ccccc1Br,12,-24,-2.6,103,96,/,0,/,3,-18
COc1ccc(CNC(=O)C2CC(=O)N(c3ccc(OCC(=O)N4C(C)CCCC4C)cc3)C2)cc1 (stereo not given),18,-7,-0.9,88,93,0,-18,-3,-1,-9
C/C(CCc1oc2ccc(Br)cc2c1-c1ccc(C)o1)=N/O,10,-55,1.9,98,92,-2,1,-2,2,0
CCOc1ccc(-n2cc(C(=O)N3CCCCCC3)c3cc(OC)c(OC)cc3c2=O)cc1,4,-45,-1.2,91,88,0,-8,/,1,4
Cc1cccc(C=Nc2ccccc2C(N)=O)c1,2,-42,-1.9,24,22,3,-10,6,4,7
COc1ccc(-c2nnn(CC(=O)N3CCOCC3)n2)cc1,22,-17,-1.3,92,103,0,-2,10,-2,-2
C=C(C)CSc1nnc2n(C)c(=O)c3c4c(sc3n12)CCC4,12,2,-2.1,86,83,-2,-2,-13,6,-11
Nc1nc2nccc(-c3ccc(Cl)cc3)n2n1,15,17,-1.0,105,96,2,-25,-54,1,-5
N#Cc1c2c(c(-c3ccco3)[nH]c1=O)CCCC2,46*,-31,0.1,104,89,-1,-8,16,4,9
O=C(Nc1ncccn1)c1cc(-c2cccc(Br)c2)nc2ccccc12,18,-5,1.0,85,84,0,-6,-13,1,6
COc1ccc2c(c1)CCc1c(C(=O)NCCCn3ccnc3)noc1-2,5,-8,-2.9,92,82,-2,-33,9,5,-13
COc1cc(CN2CCN(S(=O)(=O)c3ccc(F)cc3)CC2)cc(OC)c1OC,1,-26,-1.7,100,97,0,-5,32,1,6
CCC(=O)n1nc(-c2ccc(Cl)cc2)nc1NCc1ccccc1,8,24,-1.5,10,10,/,1,14,-1,-7
CCOC(=O)Nc1nc(-c2ccc(Cl)cc2Cl)cs1,8,-25,-0.9,70,76,-2,-9,-12,-1,-10
O=C(COC(=O)CCCc1c[nH]c2ccccc12)Nc1ccc2c(c1)OCO2,5,-18,-3.9,102,102,1,-7,-16,12,1
CCOc1cc(NC(=O)c2ccco2)c(OCC)cc1NC(=O)Cc1cccc(OC)c1,8,-46,0.1,108,95,-1,-10,-12,6,-4

# Complete entries, looked up by structure:
# CCOC(=O)c1ccc(N=C2S/C(=C\c3cc(C)n(-c4cccnc4)c3C)C(=O)N2C)cc1 in the list: Measles CPE: 28; Yeast growth inh: -37; MRP-1 activ: 2.8; HCT116 PTEN-null: 89; HCT116 bCat-KO: 90; Phagocytosis inh: 1; Yeast lifespan up: -5; E-sel TNF inh: -19; NPY-Y2 antag: 0; GALR2 blocker: -21
# COc1ccc2c(c1)CCc1c(C(=O)NCCCn3ccnc3)noc1-2 in the list: Measles CPE: 5; Yeast growth inh: -8; MRP-1 activ: -2.9; HCT116 PTEN-null: 92; HCT116 bCat-KO: 82; Phagocytosis inh: -2; Yeast lifespan up: -33; E-sel TNF inh: 9; NPY-Y2 antag: 5; GALR2 blocker: -13

# Carrying on:
SMILES,Measles CPE,Yeast growth inh,MRP-1 activ,HCT116 PTEN-null,HCT116 bCat-KO,Phagocytosis inh,Yeast lifespan up,E-sel TNF inh,NPY-Y2 antag,GALR2 blocker
CC1(C)CC(=O)C2=C(C1)N(c1ccc(F)cc1)C(=O)C2(O)C(F)(F)F (stereo not given),6,-30,-1.0,98,94,/,-13,-18,1,3
CCOC(=O)c1cnn(CCOC(=O)c2cccc(F)c2)c1NC(=O)c1cccc(F)c1,22,-16,-3.0,91,95,-11,-3,/,7,2
CCOC(=O)c1c(C)[nH]c(C)c1C(=O)COC(=O)c1ccccc1O,12,-6,-3.8,71,82,-11,-1,22,2,10
Nc1c2c(nc3ccn(Cc4ccccc4)c(=O)c13)CCC2,8,-44,-3.4,52,49,1,-11,-13,1,3
CCCCNC(=O)OCCNC(=O)NC,6,-4,-0.9,103,102,-2,-4,-6,0,-3
CCOC(=O)c1ccc(-c2ccc(C3Nc4ccccc4C(=O)N3O)o2)cc1 (stereo not given),6,26,0.0,6,5.4*,-4,2,/,0,2
O=C(NNC(=O)c1ccccc1-n1cccc1)c1ccc(Cl)cc1,6,-47,-0.4,91,111,/,-17,54*,1,-5
N#CC1=C(SCC(=O)NC2CC2)NC(=O)C(C#N)C12CCCCC2 (stereo not given),12,-5,0.0,101,95,0,-7,/,-1,-4
Nc1ccc(C(=O)N/N=C/c2sc(N3CCOCC3)nc2-c2ccccc2)cc1,24,-31,-1.8,92,87,/,-1,/,-1,13
CCCc1sc(N)nc1-c1ccc(C)cc1,16,-40,-1.8,86,83,0,-4,10,-1,-7
O=C(Nc1ccc(Br)cc1F)C1CCN(c2nnc(-n3cccc3)s2)CC1,7,-38,-1.2,100,96,0,-4,/,2,5
COC(=O)C/C=C/[C@@H](C)[C@@H](/C=N/OC[C@@H](C)[C@H](OCc1ccccc1)C(C)C)NS(=O)(=O)c1ccc(C)cc1,22,-34,-2.9,58,74,/,8,-1,1,4
CCOc1cc(/C=N/NC(=O)CSc2nncn2C)ccc1OCc1cccc(C)c1,19,-32,-1.2,95,96,/,-7,/,1,6
CCOc1ccc(-c2csc(NC(=O)CSC3=NC(=O)CN3C(C)=O)n2)c2ccccc12,9,-42,-3.6,98,98,-12,-3,0,-4,5
C/C(CC1(O)C(=O)N(C)c2ccccc21)=N\O (stereo not given),15,-8,-0.4,117,94,2,-4,-9,0,10
O=C(O)c1ccc2c(c1)C(=O)N(Cc1ccc3c(c1)OCO3)C2=O,13,-16,-0.2,87,95,2,-13,21,2,-11
CC(=O)OCCOc1nc(NC(C)C)nc(NC(C)C)n1,7,-34,-1.6,100,102,-2,4,1,1,6
O=C(NNC(=O)c1cc(OCC(F)(F)F)ccc1OCC(F)(F)F)c1cccc(C(F)(F)F)c1,78*,-29,-1.4,55,55,0,-23,/,3,-8
CN(C)c1cccc(C(=O)NCC2CCCO2)c1 (stereo not given),19,-29,-1.7,106,109,-2,-13,25,7,3
CCn1cc(C(=O)NC2CCCCC2C)c(=O)c2ccc(C)nc21 (stereo not given),7,-54,-2.2,101,105,-1,21,32,3,0
COc1ccc(OC)c(NC(=O)c2c3c(nc4ccccc24)CCC3)c1,14,-28,-2.5,101,96,/,-3,17,0,7
COC(=O)CSc1nnc(SCc2ccc(OC)cc2)s1,21,-50,-3.1,88,86,/,-7,6,7,-16
C=CCn1c(SC(C)C(=O)NCCC2=CCCCC2)nc2ccccc2c1=O (stereo not given),18,6,-3.0,67,72,0,1,-33,13,14
CCN(CC)S(=O)(=O)c1ccc(-c2nnc(SCc3nnc(-c4ccc(C)cc4)o3)n2CC)cc1,9,-15,-3.4,81,80,0,-13,15,0,-3
CCOc1ccc2nc(NC(=O)c3cc([N+](=O)[O-])ccc3N3CCOCC3)sc2c1,9,-67,0.0,22,40,4,-1,/,-3,-2
# Going on with the list.
SMILES,Measles CPE,Yeast growth inh,MRP-1 activ,HCT116 PTEN-null,HCT116 bCat-KO,Phagocytosis inh,Yeast lifespan up,E-sel TNF inh,NPY-Y2 antag,GALR2 blocker
CCOC(=O)C1=C(N)Oc2cc(O)ccc2C1c1cccnc1 (stereo not given),3,-34,-0.7,85,95,0,-5,-2,-2,-8
Cc1ccc(SCC(=O)NCc2ccncc2)cc1,5,-24,-1.8,106,89,-2,2,/,0,-15
O=C(CN1CCOCC1)NCc1ccccc1,14,-16,-0.8,103,100,0,-10,-2,4,-11
CNC(=S)N=Nc1c(O)[nH]c2ccc(C(C)C)cc12,10,-22,-1.9,18,30,-4,-5,68*,0,-11
CS(=O)(=O)N(CC(=O)NCC1CCCO1)c1ccc(Cl)c(Cl)c1 (stereo not given),25,8,-1.2,106,99,-1,-14,15,6,-12
CC(NS(=O)(=O)c1ccccc1)C(c1cccs1)N1CCN(C)CC1 (stereo not given),5,-7,-3.8,107,96,0,/,-8,-1,-5

# Part of the list above, as tab-separated lines.
Molecule	Measles CPE	Yeast growth inh	MRP-1 activ	HCT116 PTEN-null	HCT116 bCat-KO	Phagocytosis inh	Yeast lifespan up	E-sel TNF inh	NPY-Y2 antag	GALR2 blocker
COC(=O)CSc1nnc(SCc2ccc(OC)cc2)s1	21	-50	-3.1	88	86	/	-7	6	7	-16
C=CCn1c(SC(C)C(=O)NCCC2=CCCCC2)nc2ccccc2c1=O (stereo not given)	18	6	-3.0	67	72	0	1	-33	13	14
CCN(CC)S(=O)(=O)c1ccc(-c2nnc(SCc3nnc(-c4ccc(C)cc4)o3)n2CC)cc1	9	-15	-3.4	81	80	0	-13	15	0	-3
CCOc1ccc2nc(NC(=O)c3cc([N+](=O)[O-])ccc3N3CCOCC3)sc2c1	9	-67	0.0	22	40	4	-1	/	-3	-2
CCOC(=O)C1=C(N)Oc2cc(O)ccc2C1c1cccnc1 (stereo not given)	3	-34	-0.7	85	95	0	-5	-2	-2	-8
Cc1ccc(SCC(=O)NCc2ccncc2)cc1	5	-24	-1.8	106	89	-2	2	/	0	-15
O=C(CN1CCOCC1)NCc1ccccc1	14	-16	-0.8	103	100	0	-10	-2	4	-11
CNC(=S)N=Nc1c(O)[nH]c2ccc(C(C)C)cc12	10	-22	-1.9	18	30	-4	-5	68*	0	-11
CS(=O)(=O)N(CC(=O)NCC1CCCO1)c1ccc(Cl)c(Cl)c1 (stereo not given)	25	8	-1.2	106	99	-1	-14	15	6	-12
CC(NS(=O)(=O)c1ccccc1)C(c1cccs1)N1CCN(C)CC1 (stereo not given)	5	-7	-3.8	107	96	0	/	-8	-1	-5
